WT yeast gro inh: growth inhibition of WT yeast, mitochondrial fusion screen; mitochondrial fusion phenotypic screen, WT strain; 2.1% of 190,000 active; inhibition, % at 10 µM; in the data active means inhibition above about 58%; tested in S. cerevisiae
NS5 inhibitors: Dengue-2 NS5 methyltransferase inhibitors, primary screen, biochemical, confirmation dose response (AID 588689); 0.3% of 340,000 active; inhibition, % at 25 µM, or IC50 in µM where a hit was titrated; Dengue-2 NS5 methyltransferase capping enzyme assay, biochemical; higher % means a stronger effect; in the data active means a potency from the dose series; inconclusive means inhibition above about 29% without an active follow-up result
West Nile virus CPE: inhibition of WNV-induced cytopathic effect – cell-based, CPE readout (AID 1621); West Nile virus-infected cells, CPE inhibition; higher % means a stronger effect; CPE inhibition, % at 10 µM, or IC50 in µM where a hit was titrated; 0.02% of 290,000 active; in the data active means a potency from the dose series; inconclusive means CPE inhibition mostly from about 3.7% at the one dose, without a potency; inactive means the rest, 99 in 100 with CPE inhibition below about 2.2%; further: strong numbers were not always called active
SV40 large T antigen: SV40 large T antigen inhibitors, biochemical (AID 1903); SV40 large T antigen ATPase/helicase inhibition assay; higher % means a stronger effect; inhibition, % at 20 µM, or IC50 in µM where a hit was titrated; 0.39% of 310,000 active; in the data active means a potency from the dose series; inconclusive means inhibition mostly from about 32% at the one dose, without a potency; inactive means the rest, 99 in 100 with inhibition below about 32%; further: strong numbers were not always called active
Yfh1-off respiration: mitochondrial function rescue without frataxin homolog – Friedreich's ataxia, plus single-dose screen, dose response (AID 1465). 0.074% of 220,000 active. fold induction at 50 µM; hits with a dose series show EC50 in µM. S. cerevisiae Yfh1-off respiration, WST-1 reduction, 72 h; higher fold induction means a stronger effect;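 active means fold induction of absorbance versus untreated yeast above a set limit, then at least 30% activation at any dose in follow-up; inconclusive means repeats straddling the limit, or above it without dose testing; inactive means fold induction below the set limit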;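 further: activators that raise dye reduction in frataxin-depleted yeast; strong numbers were not always called active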
XIAP antagonists: small molecules displacing peptide from XIAP – biochemical, IAP family, fluorescence polarization (AID 1018). XIAP BIR domain, fluorescence polarization peptide displacement; higher % means a stronger effect. displacement, % at 20 µM, or IC50 in µM where a hit was titrated. 0.007% of 200,000 active; in the data active means displacement above about 50%; further: a part of the inactive calls stands beside numbers as strong as those of hits
ER stress rescue: rescue of cells from ER stress-induced death, primary screen, 384-well, CSM14.1, thapsigargin, ATP luminescence (AID 1222); CSM14.1 thapsigargin-induced death rescue, ATP luminescence; higher % means a stronger effect; cellular ATP content (survival), % at 20 µM; hits with a dose series show EC50 in µM; 190,000 tested, under 10 active;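 active means EC50 below 50 µM in the dose-response confirmation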;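 further: death triggered by thapsigargin at about 15 µM added after 2 h compound pretreatment; cell ATP read after overnight thapsigargin exposure of roughly 18 to 22 hours; normalized against plate controls of thapsigargin alone and 5% DMSO vehicle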
UTI89 phage lysis: protection from phage-mediated lysis, alamar blue read-out – E. coli UTI89, K1F phage, bacterial capsule biogenesis inhibitors (AID 488966) | E. coli UTI89 K1F phage lysis, alamar blue, 2 h; higher % means a stronger effect | one-dose inhibition, % at 100 µM; IC50 in µM for titrated hits | 0.02% of 340,000 active;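 active means phage lysis inhibition, versus mean bacterial control, above a set limit; inconclusive means no clear call, values can overlap the other calls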;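 further: capsule biogenesis inhibitors block K1F phage lysis so surviving cells raise fluorescence; higher fluorescence means more inhibition of phage lysis; actives were called in the ten point dose series up to 300 µM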
RSV antiviral HEp-2: inhibition of RSV-induced cytopathic effect – HEp-2 cells, primary 10 µM value included (AID 2391). 0.13% of 310,000 active. HEp-2 cells, RSV-induced CPE inhibition; higher % means a stronger effect. CPE inhibition, % at 10 µM, or IC50 in µM where a hit was titrated; in the data active means a potency from the dose series; inconclusive means CPE inhibition mostly from about 23% at the one dose, without a potency; inactive means the rest, 99 in 100 with CPE inhibition below about 21%; further: strong numbers were not always called active
WT yeast gro inh mutant strain: also measured in WT yeast gro inh; calls as there; inhibition, %; mitochondrial fusion phenotypic screen, mutant strain inhibition
NS5 inhibitors pilot replicate: recorded beside NS5 inhibitors, whose call it bears; inhibition, %; measured here: pilot screen replicate inhibition
Starred values were filed as active, the others as inactive; i = inactive; ? = inconclusive; · = not tested or not shown; [ ] = dose if it differs, or a comment.

SMILES	WT yeast gro inh	WT yeast gro inh mutant strain	NS5 inhibitors	West Nile virus CPE	SV40 large T antigen	Yfh1-off respiration	XIAP antagonists	ER stress rescue	UTI89 phage lysis	RSV antiviral HEp-2	others
COc1ccc2nc(/C=N/NC(=O)[C@H](CCSC)NC(=O)OC(C)(C)C)ccc2c1	-5	-15	-2%	-0.8%	2%	i	-4.8%	-1.3%	2.2%	19%
CCCCC(CC)CNS(=O)(=O)c1ccc2c(c1)CCN2C(=O)CCC(=O)O (stereo unspecified)	4	-6	-7%	-0.5%	0%	i	-8.2%	-1.9%	-1.3%	0.9%
Cc1cccc(NC(=O)CSc2nc3c(oc4ccccc43)c(=O)n2-c2ccccc2)c1	-3	1	-8%	·	15%	·	-2.1%	6.8%	-1.3%	20%
Cc1ccc2[nH]cc(CCNC(=O)C3CCCO3)c2c1 (stereo unspecified)	·	·	-10%	-0.2%	8%	·	·	·	0.1%	0.7%
Cn1c(SCC(=O)Nc2ccc3nc(SCC(=O)N4CCCC4)sc3c2)nnc1-c1ccc(N)cc1	-14	-12	10%	·	12%	·	6.1%	-1.5%	1.0%	·
CCCCN1C(=O)CN(CCc2ccccc2)C(=O)C1c1ccc(OC)cc1 (stereo unspecified)	1	-2	-2%	-0.2%	2%	i	3.3%	-0.3%	4.5%	0.1%
CCCc1[nH]nc2c1C(c1c(C)nn(-c3ccccc3)c1Cl)C(C#N)=C(N)O2 (stereo unspecified)	1	3	-2%	1.1%	12%	i	-1.5%	-0.2%	0.7%	2.4%
CCc1sc(C(=O)Nc2ccsc2C(=O)OC)cc1Br	·	·	-7%	0.1%	·	i	-4.7%	-2.0%	0.7%	3.5%
O=C(COC(=O)[C@@H]1CCCN1S(=O)(=O)c1ccccc1F)c1ccccc1	8	-2	-4%	0.1%	1%	i	-1.7%	1.0%	0.1%	-0.4%
O=C(Nc1ccccc1F)N(CCCN1CCOCC1)Cc1cc2cc3c(cc2[nH]c1=O)OCCO3	8	3	5%	0.3%	22%	i	-2.4%	-1.3%	0.0%	-2.2%
COCCN(CC(=O)NCc1ccc2c(c1)OCO2)C(=O)CCC(=O)Nc1nccs1	6	4	3%	0.4%	0%	i	-5.5%	-2.2%	-0.1%	-1.0%
O=C(Nc1cccc(F)c1)C1CCN(S(=O)(=O)c2cnc[nH]2)CC1	·	·	-5%	-0.2%	-1%	·	·	·	0.7%	1.4%
Cc1ccc(SC(C)C(=O)Nc2cccc(N(C)S(C)(=O)=O)c2)cc1 (stereo unspecified)	-4	-31	0%	-0.7%	-10%	i	-0.9%	-2.7%	-5.3%	0.7%
COc1ccc(-c2nc3cc(C)ccn3c2NCC2CCCO2)cc1OC (stereo unspecified)	·	·	-3%	0.0%	·	·	·	·	1.9%	0.5%
COCCNC(=S)N/N=C/c1ccccc1C(=O)O	-8	-7	-6%	0.4%	3%	i	-5.0%	-0.9%	4.4%	2.2%
COc1ccc2c(C)cc(SCC(=O)Nc3nsc(-c4ccc(C)cc4)n3)nc2c1	30	-15	1%	·	7%	·	-1.5%	-2.9%	-4.6%	2.3%
C1CN=C(NC23CC4CC(CC(C4)C2)C3)C1	-6	-16	-9%	-0.6%	6%	i	-4.5%	-1.3%	-0.1%	0.4%
COc1ccc(/C=C/C(=O)OCc2csc(-c3ccccc3)n2)cc1OC	26	3	1%	-0.2%	4%	i	-0.4%	0.6%	-5.8%	4.8%
COCc1cc(CNC(=O)C2CCC(=O)N(Cc3ccccc3OC)C2)[nH]n1 (stereo unspecified)	·	·	-5%	-0.2%	-1%	·	·	·	-0.1%	1.0%
CCOC(=O)N1CCN(CC(=O)Nc2ccc(F)cc2F)CC1	-10	2	-11%	0.0%	0%	i	-3.2%	-0.2%	-0.8%	-0.5%
CCn1c(C)c(P(=O)(N2CCOCC2)N2CCOCC2)c2ccccc21	-12	-2	-12%	0.5%	2%	i	1.3%	-0.4%	-0.2%	-0.5%
COc1ccccc1/C=C1\SC(N2CCC(C)CC2)=NC1=O	·	·	-8%	0.0%	8%	·	·	·	0.1%	2.8%
Cc1c(NC(=O)CCCN2C(=O)c3cccc4cccc(c34)C2=O)c(=O)n(-c2ccccc2)n1C	1	-1	5%	-1.1%	4%	i	-2.1%	-1.9%	-0.2%	?
CCOc1ccc(S(=O)(=O)NCc2ccc(F)cc2)c2cccnc12	41	2	2%	-0.2%	3%	i	-4.9%	3.3%	-0.1%	2.1%
O=S1(=O)CCO[C@H]2Cc3ccccc3[C@H]2N1Cc1ccccc1F	·	·	-2%	-0.2%	8%	·	·	·	3.5%	1.3%
CC(C)(C)C(=O)Nc1ccc(C(=O)N/N=C/C2CC3C=CC2C3)cc1 (stereo unspecified)	-12	-13	-16%	-0.4%	6%	i	-3.1%	-1.7%	0.0%	1.7%
CC1CCN(c2ccc(NC(=O)c3cccnc3Cl)cc2)CC1	-10	-3	-10%	0.4%	24%	i	4.5%	2.3%	0.1%	1.8%
CS(=O)CCC(NS(=O)(=O)c1ccccc1)C(=O)O (stereo unspecified)	2	-10	0%	-0.3%	16%	i	-1.9%	-1.9%	5.1%	6.2%
COc1ccc(NC(=O)CC2(CC(=O)O)CCCC2)cc1	·	·	-3%	0.0%	8%	·	·	·	0.4%	0.5%
O=C(NC1(C(F)(F)F)C(=O)Nc2c1c(=O)[nH]c(=O)n2-c1ccccc1)c1ccncc1 (stereo unspecified)	·	·	-3%	0.1%	·	i	·	·	-0.3%	-1.6%
Cc1cccc(NC(=O)C2C3C=CC(C4CC34)C2C(=O)O)c1 (stereo unspecified)	-12	-2	-2%	0.1%	10%	i	-4.3%	-0.7%	1.4%	-0.7%
COCCN1C(=O)C(CC(=O)Nc2ccc(C(=O)O)cc2)SC1=Nc1ccccc1 (stereo unspecified)	5	-3	-2%	·	2%	·	-6.0%	-2.4%	0.4%	1.3%
CCCc1ccc2oc(C(=O)N3CCN(CCC(N)=O)CC3)c(C)c2c1	·	·	-6%	-0.8%	5%	·	·	·	-0.1%	1.2%
Cc1ccc(/C=N/NC(=O)CSc2nnc(-c3ccc(Cl)cc3)n2-c2ccc(Cl)cc2)o1	10	18	-6%	·	28%	·	-20%	-2.3%	2.2%	2.9%
COCCNC(=O)CSc1nc2ccc(N3CCOCC3)cc2c(=O)n1CCc1ccccc1	4	-6	13%	0.6%	8%	i	-1.8%	-2.1%	-0.5%	?
Cc1ccc(-n2ncc3c(SCC(=O)NNC(=O)C(C)C)ncnc32)cc1	·	·	-5%	-1.2%	1%	·	·	·	0.2%	11%
CCC(C)n1cnc2c(c1=O)c1nc3ccccc3nc1n2Cc1ccc(OC)cc1 (stereo unspecified)	65*	53*	-8%	-0.7%	8%	i	-17%	-1.9%	0.0%	11%
CC(C)c1ccc(/C=C/C(=O)NC(=S)Nc2ccc(CN3CCOCC3)cc2)cc1	42	37	-11%	-1.7%	6%	i	-3.9%	-0.7%	0.2%	-1.2%
CCOC(=O)c1c(NC(=O)c2c(Br)cnn2C)c(C#N)nn1-c1ccccc1	8	-9	1%	0.1%	7%	i	-3.1%	-2.1%	6.1%	2.9%
CCOc1ccccc1N1CCN(Cc2ccco2)CC1	-6	-11	-8%	-0.3%	-1%	i	-5.2%	-0.9%	0.1%	2.1%
CCN(CC)c1nc(N)c([N+](=O)[O-])c(NCCO)n1	-16	1	-4%	-0.6%	-2%	i	-7.7%	-0.3%	1.1%[50 µM]	1.9%
O=C(O)CC1(O)C(=O)N(Cc2ccccc2)c2ccccc21 (stereo unspecified)	-10	-15	-2%	0.6%	·	i	-3.2%	0.4%	0.4%	1.4%
O=C(CC1Sc2ccccc2NC1=O)NCc1ccc(Cl)cc1 (stereo unspecified)	-14	-4	-1%	0.1%	-6%	i	-10%	·	0.5%	2.0%
CC1=NNC(=O)C1Cc1ccccc1C (stereo unspecified)	·	·	-3%	-0.3%	15%	·	·	·	0.3%	0.4%
O=C(/C=C/NCc1cccnc1)c1ccc(-c2ccccc2)cc1	·	·	-32%	-0.5%	28%	·	·	·	-2.7%	9.2%
CN(C)S(=O)(=O)c1ccc(C(=O)NCc2nnc(SCC(=O)NCc3ccco3)o2)cc1	·	·	-5%	-0.1%	1%	·	·	·	0.0%	0.9%
CC(C)(C)OC(=O)N1CCC(c2c(C(=O)N3CCN(C(=O)c4ccco4)CC3)cnn2-c2ccc(F)cc2F)CC1	·	·	-7%	-0.8%	14%	·	·	·	0.0%	0.9%
Cc1ccc(-n2nc3c(c2NC(=O)c2ccc(OC(C)C)cc2)CS(=O)C3)cc1 (stereo unspecified)	-18	-4	-5%	-0.8%	2%	i	-5.6%	-1.1%	-0.3%	1.4%
CC1C(=O)OC(c2ccc(Br)cc2)C(C)(C)C1=O (stereo unspecified)	·	·	-2%	1.4%	29%	i	·	·	0.1%	0.1%
COc1ccc(-n2c(-c3ccc(Br)cc3)nc(=S)c3c2CCCC3)cc1	63*	23*	-5%	-1.2%	-3%	i	0.4%	-1.0%	-1.5%	5.3%
(next part)
SMILES	WT yeast gro inh	WT yeast gro inh mutant strain	NS5 inhibitors	West Nile virus CPE	SV40 large T antigen	Yfh1-off respiration	XIAP antagonists	ER stress rescue	UTI89 phage lysis	RSV antiviral HEp-2	others
Cc1ccc(-c2nnc(SCC(=O)NNC(=O)COc3cccc4ccccc34)n2C)cc1	5	1	·	0.0%	8%	i	-2.3%	-1.6%	·	0.9%
CN(Cc1nc(-c2ccccn2)no1)S(=O)(=O)c1ccc(Br)cc1	0	14	3%	-0.2%	2%	i	-2.0%	-3.2%	0.4%	2.0%
O=C(NCC(O)CN1CCOCC1)c1ccc([N+](=O)[O-])cc1 (stereo unspecified)	1	-2	0%	-0.1%	4%	i	-3.0%	-1.3%	0.0%	1.5%
CC(=O)N1CCc2cc(S(=O)(=O)NCCCOC(C)C)ccc21	11	2	-6%	-1.0%	16%	i	-4.4%	-0.2%	0.9%	1.1%
CCOc1ccccc1/C=C/c1onc(C)c1S(=O)(=O)N1CCC(C(=O)N(CC)CC)CC1	·	·	-7%	-1.1%	9%	·	·	·	0.3%	6.0%
CCCCNS(=O)(=O)c1ccc2nc(SCC(N)=O)[nH]c2c1	·	·	-2%	0.4%	14%	i	·	·	-0.8%[50 µM]	0.5%
Cc1cccc(N2CC(O)=C(c3nc4ccccc4n3C)C2=N)c1	18	4	-1%	-0.4%	-2%	i	-3.4%	-0.7%	0.7%	-0.3%	NS5 inhibitors pilot replicate=-0.9

Screens deposited in PubChem BioAssay by several laboratories.
